# Screens: PubChem BioAssay, several laboratories
# PERK inh – block of dimerizer-induced PERK translation repression, primary screen, PERK inhibitor project, CHO PERK-DD cells, SEAP luminescence, HTS. Eukaryotic translation initiation factor 2-alpha kinase 3 (Homo sapiens), Q9NZJ5. CHO PERK-DD fusion, SEAP luminescence translation reporter. inhibition, % at 5.6 µM. actives 0.17% (n = 220,000). AID 1416, 2008;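 active means inhibition above the mean inhibition of all tested compounds plus 3 SD, set separately per screening campaign, cut at about 2.9% in these data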;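 further: PERK kinase domain activated by AP20187 dimerizer at 100 nM; 0% = DMSO with dimerizer and 100% = rapamycin at 8.4 µM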
# BaF3 parental – parental Ba/F3 cell viability inhibition, counter-screen for JAK2V617F inhibitor project, murine pro-B, CellTiter-Glo luminescence | actives 1.1% (n = 220,000) | inhibition, % at 5.6 µM | CellTiter-Glo ATP luminescence;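 active means inhibition above a per-campaign cutoff, the mean inhibition of all tested compounds plus 3 SD, cut at about 27% in these data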;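 further: 0% = DMSO wells and 100% = JAK Inhibitor I control wells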
# Ba/F3 V617F tox – reduced viability of JAK2V617F-dependent Ba/F3 cells, primary screen, JAK2V617F inhibitor project, cell-based, Ba/F3 EpoR-JAK2V617F, luminescence; ATP luminescence; inhibition, % at 5.6 µM; actives 1.1% (n = 220,000); AID 1446, 2008;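 active means inhibition above the campaign mean plus 3 SD over all tested compounds, cut at about 24% in these data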;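 further: cytokine-independent growth of Ba/F3 cells driven by EpoR plus mutant JAK2; 0% = DMSO-treated cells and 100% = JAK inhibitor I control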
# S1P4 ag – S1P4 receptor agonists, primary screen, cell-based; Sphingosine 1-phosphate receptor 4 (Homo sapiens), O95977; S1P4-expressing cell line, agonist reporter assay; activation, % at 4.98 µM; actives 0.35% (n = 220,000); AID 1509, 2009; in the data active means activation above about 11%;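 further: 0% = DMSO vehicle and 100% = reference agonist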
# Target sequence (O95977 whole entry, looked up): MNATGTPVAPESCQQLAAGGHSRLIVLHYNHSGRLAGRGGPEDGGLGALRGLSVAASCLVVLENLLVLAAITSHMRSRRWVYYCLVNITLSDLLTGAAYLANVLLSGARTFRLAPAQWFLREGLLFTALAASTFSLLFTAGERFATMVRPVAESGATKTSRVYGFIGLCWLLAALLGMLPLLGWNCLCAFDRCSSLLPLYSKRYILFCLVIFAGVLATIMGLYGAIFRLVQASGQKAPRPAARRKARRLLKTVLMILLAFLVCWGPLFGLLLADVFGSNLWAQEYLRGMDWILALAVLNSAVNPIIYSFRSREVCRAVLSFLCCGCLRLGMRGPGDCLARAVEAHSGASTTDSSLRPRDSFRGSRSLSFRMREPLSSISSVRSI
# Wee1 stabilizer – Wee1 degradation inhibitors, primary screen, cell-based, HeLa, Wee1K328M-luciferase, luminescence. HeLa Luc-Wee1K328M stability; 100% = proteasome inhibitor MG132 effect. reporter increase, % at 5 µM. actives 1.2% (n = 220,000). AID 1321, 2008;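 active means activation above the mean of all tested compounds plus 3 SD, set per screening run, cut at about 8.8% in these data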;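 further: cells exposed to compound for 20 h before luminescence read; 0% = DMSO alone and 100% = MG132 at 30 µM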
# eIF4E-4G inh – eIF4E–eIF4G protein interaction inhibitors, primary screen, biochemical, uHTS, TR-FRET, eIF4GI fragment. Eukaryotic translation initiation factor 4E (Mus musculus) + Eukaryotic translation …. TR-FRET eIF4E-eIF4GI(517-606) binding, 2 h. inhibition, % at 21.7 µM. actives 0.37% (n = 220,000);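 active means inhibition above about 30%, limit read from the data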;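 further: 0% = full FRET control wells and 100% = background wells lacking eIF4GI fragment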
# S1P4 antag – S1P4 receptor antagonists, primary screen, cell-based. AID 1510, 2009. actives 0.26% (n = 220,000). Sphingosine 1-phosphate receptor 4 (Homo sapiens), O95977. inhibition, % at 4.98 µM. S1P4-expressing cells, antagonist mode, reporter read-out; in the data active means inhibition above about 29%;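 further: 0% = wells stimulated with agonist and 100% = vehicle wells without agonist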
# MDM2 E3 inh – MDM2-luciferase reporter signal enhancers, primary screen, MDM2 E3 ligase inhibitor project, cell-based, luminescence, 1536-well | E3 ubiquitin-protein ligase Mdm2 (Homo sapiens), Q00987 | cell-based MDM2 ubiquitination luciferase reporter, 2 h; 0 = plate control, 100 = twice control, blank-subtracted | signal enhancement, % at 5 µM | actives 0.11% (n = 210,000);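 active means signal enhancement of 30% or more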;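 further: luminescence tracks abundance of the self-degrading MDM2-luciferase fusion protein; higher signal means inhibition of MDM2 E3 ligase activity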
#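 Assay system: stable mammalian line carrying autodegrading MDM2–luciferase fusion reporter; Input: 2000 cells in each well; Compound dosing: single-point 5 µM; Schedule: 2 h compound exposure at 37 °C; Signal: SteadyLite luciferase luminescence after 15 min room-temperature reagent incubation; Evaluation: % luminescence enhancement versus blank-corrected plate control mean; Benchmarks: plate controls and plate blanks.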
# NPY-Y2 PAM-ag – NPY-Y2 potentiators or agonists, primary screen, cell-based. actives 0.45% (n = 220,000). cells expressing NPY-Y2, potentiator/agonist read-out. Neuropeptide Y receptor type 2 (Homo sapiens), P49146. activation, % at 3.6 µM; in the data active means activation above about 27%;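 further: cells stimulated with NPY near EC25 plus isoproterenol at EC100; 0% = vehicle plus submaximal agonist and 100% = vehicle plus saturating agonist; some results beyond the cut were filed as inactive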
# Target sequence (P49146 whole entry, looked up): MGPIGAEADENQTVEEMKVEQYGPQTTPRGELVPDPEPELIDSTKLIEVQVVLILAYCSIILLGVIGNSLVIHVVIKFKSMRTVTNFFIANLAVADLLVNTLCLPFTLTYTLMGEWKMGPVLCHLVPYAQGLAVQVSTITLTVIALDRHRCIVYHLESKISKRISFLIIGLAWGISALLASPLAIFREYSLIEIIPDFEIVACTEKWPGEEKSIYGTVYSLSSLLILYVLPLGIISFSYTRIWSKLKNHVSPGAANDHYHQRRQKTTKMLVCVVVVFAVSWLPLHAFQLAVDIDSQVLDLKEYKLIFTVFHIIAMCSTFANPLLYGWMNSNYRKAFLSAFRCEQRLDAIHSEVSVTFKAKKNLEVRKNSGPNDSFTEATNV
# * = called active by the depositor; x = no result given; [ ] = remark or other dose.
SMILES,PERK inh,BaF3 parental,Ba/F3 V617F tox,S1P4 ag,Wee1 stabilizer,eIF4E-4G inh,S1P4 antag,MDM2 E3 inh,NPY-Y2 PAM-ag
CCOC(=O)c1ccc(S(=O)(=O)NCC(c2ccc(N(C)C)cc2)c2c[nH]c3ccccc23)cc1 (stereo not drawn),-0.1,1,-5,-0.5,1,0,-4,x,4
O=C(NCCCN1CCCC1=O)c1ccc2c(=O)n(-c3ccccc3F)c(=S)[nH]c2c1,0.3,7,0,1.4,-1,-2,-9,24,-2
O=C(c1ccc(Cl)cc1[N+](=O)[O-])N(Cc1ccccc1)Cc1ccccc1,-0.3,-1,-2,0.1,3,-1,-9,-2,-1
Cc1c(NC(=O)c2ccccc2NS(=O)(=O)c2ccc(Br)cc2)c(=O)n(-c2ccccc2)n1C,0.4,3,0,1.0,1,-2,-35,-12,-28
CCOc1ccc(/C(O)=C2/C(=O)C(=O)N(CCCn3ccnc3)C2c2cccs2)cc1Cl (stereo not drawn),0.7,3,2,-0.3,10*,4,8,-10,-10
O=C(c1cc2c(=O)n3ccccc3nc2s1)N1CCOCC1,-0.1,6,3,-0.9,-1,x,-23,-14,-5
COc1ccc(Cn2c(-c3ccc(Cl)cc3)c[n+]3ccccc23)cc1,-0.6,76*,89*,-2.2,-1,0,19,-38,-22
O=C(c1ccc(S(=O)(=O)N2CCOCC2)cc1)N(c1ccc(F)cc1)C1C=CS(=O)(=O)C1 (stereo not drawn),0.0,2,-2,-1.7,0,-5[fluorescence artefact?],-4,-10,14
O=C(Nc1cc(C(F)(F)F)ccc1N1CCOCC1)c1cccs1,-0.8,14,7,1.8,-2,-1,-13,-11,-37
COC(=O)c1ccc(CSc2nnc(Nc3cccc(OC)c3)s2)o1,0.0,1,3,0.1,4,-4,-9,x,-10
Cc1c(Nc2nc3ccccc3nc2NS(=O)(=O)c2ccccc2)c(=O)n(-c2ccccc2)n1C,1.2,-1,-1,2.1,-1,-4,-4,-17,-3
CN(C)S(=O)(=O)N1CCCC(C(=O)c2ccc(C(F)(F)F)cc2)C1 (stereo not drawn),-1.0,1,-3,1.2,-2,2,-2,-8,-2
COc1ccc(NC(=O)CSc2nc3ccccc3c(=O)n2CCC(=O)N2CCCCC2)cc1,-2.1,5,8,0.7,5,-4,-7,-11,-7
O=C(CNS(=O)(=O)c1ccc(F)c(Cl)c1)N1CCCCCC1,-0.4,11,3,0.3,0,-14,-5,-5,-18
C=CCn1c(C)cc(C(=O)COC(=O)C2CC(=O)N(Cc3ccccc3)C2)c1C (stereo not drawn),-0.3,1,5,0.7,-3,3,-8,3,-5
CCCn1c(=N)n(CC(O)COc2cccc(C)c2)c2ccccc21 (stereo not drawn),-1.2,10,2,0.0,2,-3,-9,1,-33
O=C(O)CCS(=O)(=O)c1cccc2cccnc12,1.1,6,4,2.6,1,2[fluorescence artefact?],-25,-17,-1
CC1=NN(C(=O)c2csc(C(C)C)c2)C(O)(C(F)(F)F)C1 (stereo not drawn),0.5,0,-2,1.1,0,-4,-6,-5,3
Cc1cccc2cc(C3CC(c4ccco4)=NN3S(C)(=O)=O)c(Cl)nc12 (stereo not drawn),-0.2,7,-4,-0.7,1,2,0,-16,-1
CCn1cc(C(=O)O)c(=O)c2cc(F)c(N3CCN(S(=O)(=O)c4ccc(NC(C)=O)cc4)CC3)cc21,0.6,-1,-2,1.8,2,-8,-35,-11,2
CCCN1CCN(CCCNC(=O)Cn2cc3c(n2)CCCC3)CC1,-0.2,1,0,2.8,1,-5,-13,0,-15
O=C1c2ccccc2C(Nc2ccc(S(=O)(=O)N3CCCCCC3)cc2)N1c1ccccn1 (stereo not drawn),0.8,6,-2,-2.1,-1,3[fluorescence artefact?],-14,-11,-6
Cc1ccc(S(=O)(=O)N2CCN(S(=O)(=O)N(C)C)CC2)c(C)c1,0.1,8,0,0.3,5,1[fluorescence artefact?],-8,-6,-5
Fc1ccc(NC(=S)N2CCCC(c3ccccc3)=N2)cc1,-1.3,-3,3,1.4,-1,-3,-5,-6,-14
O=C(NCCCCCCNC(=O)c1cncc(O)c1)c1cncc(O)c1,1.4,-4,3,0.0,3,-3,0,x,-8
# Continuation.
SMILES,PERK inh,BaF3 parental,Ba/F3 V617F tox,S1P4 ag,Wee1 stabilizer,eIF4E-4G inh,S1P4 antag,MDM2 E3 inh,NPY-Y2 PAM-ag
COCc1ccc(C(=O)N2CCCC(C(=O)c3cccc(C(F)(F)F)c3)C2)o1 (stereo not drawn),0.5,7,-1,0.9,1,-2,-10,-9,-17
COc1ccc(NC(=O)CSC2CCCCC2)cc1,0.3,0,3,0.1,6,-2[fluorescence artefact?],1,-14,-15
CCOC(=O)c1[nH]c(C)c(C(=O)Nc2ccccc2F)c1C,0.0,62*,68*,3.3,3,1,-5,-6,8
CCOC(=O)/C(=N\Nc1cccc(Cl)c1)Sc1nnc(-c2ccc(OC)cc2)n1C,1.1,7,0,1.8,-1,10,-5,-3,6
COc1cccc(CN(C)Cc2nc(C3CC3)no2)c1,-0.2,1,2,-0.6,3,2,2,4,-4
COc1ccccc1N1CCN(C(=S)NC(=O)/C=C/c2ccc(F)cc2)CC1,-0.5,-5,-1,0.8,3,-5,6,-5,-19
N#Cc1c(NCCCO)nc(-c2ccccc2)c2c1CCCC2,-1.2,5,3,1.0,-1,x,-11,-3,21
CCN(CC)CCCNC(=O)c1cn(CC)c2ccc(S(=O)(=O)N3CCc4ccccc4C3)cc2c1=O,0.2,10,0,0.6,0,1,-11,-14,-3
C/C(=N\NC(=O)C1CC1c1ccccc1)c1cccs1 (stereo not drawn),1.0,1,-4,-0.5,-1,-1[fluorescence artefact?],-8,-9,10
CCc1ccccc1N1C(=O)[C@@H]2Cc3ccccc3CN2C1=O,-1.7,0,-4,-0.2,1,3,-8,-10,-6
OCC1(CC2CCCCO2)CCN(Cc2cccc(O)c2)CC1 (stereo not drawn),-0.8,7,5,-1.2,3,-4,-13,-9,-18
Cc1ccc(C(=O)NCCCCNC(=O)c2ccc(C)o2)o1,0.6,6,-4,-0.7,2,0,-21,15,1
COCC(=O)Nc1ccc(Br)cc1,-0.6,6,1,-4.2,0,-7,-14,-4,8
CN1C(=O)C(CC(=O)Nc2ccc(Cl)cc2)N(Cc2ccco2)C1=S (stereo not drawn),0.4,2,-1,0.4,-1,3,-14,-15,3
O=C(c1ccco1)N(Cc1ccc([N+](=O)[O-])cc1)c1ccc(Br)cc1,0.3,2,2,0.2,1,-1,-3,-11,11
CC(C(=O)Nc1ccccc1C(=O)N1CCCC1)n1nnc2ccccc21 (stereo not drawn),0.1,4,-1,1.0,1,5,-1,4,-1
C[C@@H]1C[C@H]2[C@@H]3C[C@H](F)C4=CC(=O)C=C[C@]4(C)[C@@]3(F)[C@@H](O)C[C@]2(C)[C@@]1(O)C(=O)CO,0.0,3,10,-1.3,4,-2,-11,x,10
CNC(=O)CSc1nnc(-c2cccs2)o1,0.7,3,-1,0.0,-1,-2,-7,-18,7
CNC(=O)CN1C(=O)CSc2nc(C)cc(C)c21,0.2,6,6,-1.0,-2,5,-6,-22,-3
Cn1c(=O)c2c(nc(Sc3ncnn3CC(=O)N3CCOCC3)n2C)n(C)c1=O,1.0,-2,-4,-0.5,0,2,0,3,-26
COc1ccc(N(C)S(=O)(=O)c2cccc(C(=O)OCC(=O)Nc3sc4c(c3C#N)CCCCC4)c2)cc1,0.3,8,3,0.1,1,-1,0,-18,-8
CCCCCCn1c(-c2ccco2)nc2oc3cc(OC)ccc3c(=O)c2c1=O,0.8,4,1,-0.6,-2,4,9,-20,5
CN(C)C=Nc1nonc1-c1ncn[nH]1,1.6,7,1,1.3,-2,-2,6,-1,-10
O=C(O)c1ccccc1/C=N/Nc1nc(N2CCCCC2)nc(N2CCCCC2)n1,2.2,1,-2,-1.1,-2,-2,-16,-18,-5
Cc1noc(/C=C/N(C)C)c1S(=O)(=O)N1CCCC(C(=O)NCc2cccs2)C1 (stereo not drawn),-0.5,14,0,-2.5,1,0[fluorescence artefact?],-6,-22,-1
# (listing goes on)
SMILES,PERK inh,BaF3 parental,Ba/F3 V617F tox,S1P4 ag,Wee1 stabilizer,eIF4E-4G inh,S1P4 antag,MDM2 E3 inh,NPY-Y2 PAM-ag
CC/C(=N\NC(=O)c1ccc2c(c1)OCO2)C12CC3CC(CC(C3)C1)C2,-0.2,8,5,2.3,1,1[fluorescence artefact?],-5,-14,-19
CCOC(=O)C1(Cc2ccc(Cl)cc2)CCN(Cc2ccon2)CC1,0.4,8,3,-0.2,1,1,2,3,-6
CCC1=NN(S(=O)(=O)c2ccc(C)cc2)C(O)(C(F)(F)F)C1 (stereo not drawn),-0.3,5,3,1.1,2,-2,-27,-2,-3
O=C1C/C(=C/NCc2ccccc2)C(=O)N1,-0.8,2,-6,0.0,1,-9[fluorescence artefact?],-11,-14,8
CC(=O)N(Cc1cc2c(C)cc(C)cc2[nH]c1=O)C1CCCCC1,-1.8,6,-2,2.7,-1,9,6,-19,12
CCOC(=O)Cc1nn(C)c(=O)c2ccccc12,1.1,2,1,0.0,1,3,-57,-15,6
CC(OCc1ccccc1)C(NC(=O)OC(C)(C)C)C(=O)NCC1CCCO1 (stereo not drawn),-0.1,4,2,-1.2,1,-7,-3,-18,-22
COc1ccc(C)cc1Cn1c(S(C)(=O)=O)nc2ccccc21,-0.8,4,6,0.2,-3,11,7,2,-13
Cc1ccc(S(=O)(=O)NCC2COc3ccccc3O2)cc1 (stereo not drawn),1.1,5,-1,4.0,0,2,-5,-5,-10
O=C(NCc1ccccn1)c1ccc(/C=N/O)nc1,1.3,2,-1,-0.4,2,-1[fluorescence artefact?],13,-16,4
COc1ccc(/C(C)=N/NC(=O)CNC(=O)c2cccs2)cc1,2.1,1,-4,1.7,-1,1,-24,-4,1
CCN(CC)S(=O)(=O)c1ccc(C(=O)Nc2nnc(NC(=S)Nc3ccccc3)s2)cc1,1.1,1,-6,0.2,-2,-5,6,2,16
Cn1c(=O)n(/N=C/c2ccccc2)c2ccccc21,0.3,5,-1,-0.9,0,-1,11,x,6
CCCCCCCCCC(=O)OCC(O)CO (stereo not drawn),0.9,2,-1,-1.7,-2,1,-7,x,-23
Cc1ccc(OCCn2cnc3cc([N+](=O)[O-])ccc3c2=O)cc1,0.2,5,2,-2.4,-1,1,-2,-17,-16
